H37Rv inhibition: M. tuberculosis growth inhibition, HTS (AID 449762); M. tuberculosis H37Rv growth inhibition, 7H9 media; higher % means a stronger effect; one-dose inhibition, % at 25 µM; IC50 in µM for titrated hits; 0.59% of 330,000 active; in the data active = a potency from the dose series; inconclusive = inhibition above about 70% without an active follow-up result;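 also: bacterial growth assessed after seven days of incubation; strong numbers were not always called active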
Salmonella PhoP GFP: PhoP regulon inhibitors, Salmonella typhi PhoP promoter GFP reporter, confirmatory (AID 1850); Salmonella Typhi PhoP-promoter GFP reporter, fluorescence, 4 h; higher % means a stronger effect; inhibition, % at 50 µM, or IC50 in µM where a hit was titrated; 0.33% of 310,000 active; in the data active = a potency from the dose series; inconclusive = inhibition mostly from about 25% at the one dose, without a potency; inactive = the rest, 99 in 100 with inhibition below about 19%;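 also: 0% = induced wells with vehicle and 100% = uninduced wells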
VEEV TC-83 Vero: inhibitors of VEEV TC-83 cytopathic effect, confirmation, Vero cells (AID 588727) | Vero cells, VEEV TC-83 cytopathic effect inhibition; higher % means a stronger effect | 0.13% of 350,000 active | one-dose inhibition, % at 20 µM; IC50 in µM for titrated hits; in the data active = a potency from the dose series; inconclusive = inhibition mostly from about 14% at the one dose, without a potency; inactive = the rest, 99 in 100 with inhibition below about 12%; also: strong numbers were not always called active
influenza NS1A: H1N1 influenza NS1A inhibitors, functional cell based assay (AID 504329) | one-dose inhibition, % at 12.5 µM; IC50 in µM for titrated hits | 0.3% of 340,000 active | NS1A functional cell-based assay, percent inhibition; higher % means a stronger effect; in the data active = a potency from the dose series; inconclusive = inhibition above about 27% without an active follow-up result; also: strong numbers were not always called active
M. tuberculosis: growth inhibition of non-replicating M. tuberculosis (AID 488890). Mycobacterium tuberculosis non-replicating, growth inhibition; higher % means a stronger effect. inhibition, % at 25 µM, or IC50 in µM where a hit was titrated. 0.39% of 320,000 active; in the data active = a potency from the dose series; inconclusive = inhibition mostly from about 82% at the one dose, without a potency; inactive = the rest, 99 in 100 with inhibition below about 76%;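 also: plate controls were DMSO cells for no effect and high antibiotic wells for full effect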
VEEV TC-83 Vero 10K pilot screen: also measured in VEEV TC-83 Vero; calls as there; inhibition, %; measured here: 10K pilot screen inhibition
* marks the source's active call; other numbers are inactive results; i = inactive; ? = inconclusive; / = no result given.

SMILES	H37Rv inhibition	Salmonella PhoP GFP	VEEV TC-83 Vero	influenza NS1A	M. tuberculosis	others
Cc1ccc(OCc2cc(C(=O)N3CCN(C4CCCCC4)CC3)no2)cc1C	20%	-2%	0.2%	9%	32%
CC(C)C[C@H](NC(=O)c1nc[nH]c1C(=O)NC(c1ccccc1)c1ccccc1)C(=O)OCc1ccccc1	3%	-2%	7.6%	-11%	-9%
Cc1ccc(N2CCN(S(=O)(=O)c3ccc(C)cc3)CC2)cc1	0%	-1%	0.5%	-3%	1%
CC12CCC(=O)N1C(C(=O)N1CCN(S(=O)(=O)c3ccccc3F)CC1)CS2 (configuration not stated)	-7%	-7%	0.8%	-3%	-1%
COc1cc(Cl)c(C)cc1NC(=O)CSc1nnc(-c2cccnc2)n1Cc1ccco1	1%	-6%	3.9%	-3%	17%	VEEV TC-83 Vero 10K pilot screen=5.5
O=C(CCC1COc2ccccc2O1)Nc1ccccn1 (configuration not stated)	-4%	3%	0.8%	8%	58%
O=C(COc1ccccc1)Nc1ccc(-c2ccc(N3CCOCC3)nn2)cc1	-6%	19%	10%	-3%	-10%
Cn1c(=O)c2c(ncn2CCCC(=N)N2CCOCC2)n(C)c1=O	9%	-1%	0.5%	1%	-1%
COc1ccc(CCN2C(=O)c3cccnc3C2=O)cc1OC	-4%	5%	1.6%	8%	-3%
O=C(CSc1ccccn1)Nc1ccc2c(c1)oc1ccccc12	?	0%	1.0%	-5%	?
C=CCn1c(=O)c(C(=O)NCCc2ccc(Cl)cc2)c(O)c2cc(OC)c(OC)cc21	2%	4%	0.9%	-5%	25%
COc1ccc(NC(=O)CN(C)C(=O)c2ccccc2Sc2ncnc3sc(C)c(C)c23)cc1	7%	10%	9.0%	-11%	/
O=C(c1ccc(Cl)c(Cl)c1)c1cnc(Nc2ccccc2)s1	-3%	-7%	3.6%	-6%	-11%
C/C(Cl)=C\Cn1c(N2CCCC2)nc2c1c(=O)n(C)c(=O)n2C	-3%	1%	i	-2%	-4%
NC(=S)Nc1ccc(S(=O)(=O)c2ccc(NC(N)=S)cc2)cc1	-2%	-17%	1.2%	-8%	6%
COCCn1c(-c2ccc(NC(C)=O)cc2)nc2c1c(=O)[nH]c(=O)n2CC(C)C	7%	-17%	2.7%	4%	-3%
COc1ccc(OC)c(/C=C/C(=O)OCC(=O)N2CCCC2)c1	7%	/	0.7%	-2%	-7%
Brc1ccc(-c2nc3ncccn3c2Nc2ccc3c(c2)OCCO3)o1	59µM*	-11%	8.0%	8%	31%
Fc1cc(F)cc(Nc2nc(Cl)nc(NC3CCCC3)n2)c1	97%	/	1.3%	15%	51%
COc1cc(NC(=O)c2cccc(S(=O)(=O)N3CCCCC3)c2)cc(OC)c1OC	-3%	/	6.4%	12%	8%
O=C(O)C1Sc2[nH]c(=O)sc2C2c3ccc(O)cc3OC(=O)C12 (configuration not stated)	-1%	2%	0.3%	3%	-11%
CC1CCN(CCCNC(=O)c2ccc(CS(=O)(=O)Cc3ccc(Cl)cc3)o2)CC1	2%	3%	i	6%	-11%
Cc1ccc(OCc2n[nH]c(=S)n2N)cc1C	-5%	-8%	i	-1%	-20%
COCCCN1C2=C(C(=O)CC(C)(C)C2)C(c2ccc(OC)c(OC)c2)C2=C1CC(C)(C)CC2=O	1%	1%	i	-1%	-18%
COC(=O)c1ccccc1NC(=O)COC(=O)CSc1nnc(N)s1	1%	13%	1.9%	-7%	8%
Cc1cc(N=Nc2ccc(Cl)cc2)cc(CN2CCOCC2)c1O	?	-1%	1.9%	18%	1%
Cc1cc(C)nc(NC(=O)c2ccc(Br)s2)n1	-8%	-8%	i	6%	/
Cc1ccc(N2CCN(CC(O)COc3cccc4ccccc34)CC2)cc1 (configuration not stated)	39%	-7%	1.2%	-12%	59%
COC(=O)c1ccc(C(=O)OC)c(NC(=O)C2CCCO2)c1 (configuration not stated)	-1%	3%	1.3%	-2%	9%
COc1cc(Cl)ccc1NC(=O)COc1ccccc1C(=O)NN	11%	-4%	7.5%	1%	31%
CCN(CCn1cccn1)C(=O)CC1C(=O)NCCN1Cc1ccc(F)cc1 (configuration not stated)	-1%	-13%	1.2%	-2%	3%
N#Cc1cc([N+](=O)[O-])ccc1NC(=O)COC(=O)CN1C(=O)C2CCCCC2C1=O (configuration not stated)	1%	/	1.0%	-20%	10%
O=C(NC1CCCC1)C1CCN(c2cnccn2)CC1	6%	-7%	0.1%	-11%	10%
COC(=O)[C@H](C)NC(=O)Nc1ccccc1F	-2%	3%	i	-15%	6%
CCC1(c2ccc(OC)cc2)NC(=O)N(CC(=O)c2ccc3c(c2)OCCO3)C1=O (configuration not stated)	-8%	/	6.9%	6%	12%
Cc1cc(O)c(C=Nc2cccc(Cl)c2)c(=O)o1	-6%	/	0.5%	7%	/
COC(=O)C1C2c3ccccc3OC1(C)N=c1s/c(=C/c3cnn(C)c3)c(=O)n12 (configuration not stated)	?	-2%	5.5%	-14%	31%
CC(C)Oc1cccc(C(=O)C2CCCN(C(=O)c3ccccn3)C2)c1 (configuration not stated)	4%	6%	i	5%	6%
CCc1cc(C(=O)Nc2ccccc2N2CCOCC2)sc1C	-2%	/	5.8%	-4%	-7%
Cc1csc(NC(=O)c2cccnc2Cl)n1	10%	7%	1.3%	11%	2%
CCOC(=O)Cc1csc(NC(=O)CSc2nnc(C)n2C)n1	-5%	-1%	0.3%	9%	0%
O=S1(=O)N=C(N=Nc2c(O)[nH]c3ccccc23)c2ccccc21	14%	-7%	0.4%	9%	?	VEEV TC-83 Vero 10K pilot screen=2.4
Nc1ncnc2c1ncn2[C@@H]1O[C@H](CNC(=O)[C@H](N)Cc2cscn2)[C@@H](O)[C@H]1O	/	/	i	-1%	/
O=C1C(Cc2ccccc2)Nc2ncnc(N3CCN(c4ccccc4)CC3)c2N1Cc1ccc(Cl)cc1 (configuration not stated)	-5%	-3%	0.2%	15%	8%
CCCCNCc1nc2ccccc2c(=O)[nH]1	-2%	4%	0.9%	-7%	-4%
COC(=O)c1ccccc1NC(=O)Oc1ccc(F)cc1	-12%	4%	0.3%	3%	-8%
CCOC(=O)c1c(NC(=O)CN2CCOCC2)sc2c1CCCC2=O	-11%	6%	7.4%	5%	4%
O=C(COc1ccc(Cl)cc1Cl)NNC(=S)NCc1ccco1	-1%	-2%	0.5%	-11%	-11%
CCN=C1S/C(=C\c2ccc(Sc3ccc(Cl)cc3)o2)C(=O)N1CC	0%	-6%	1.7%	-17%	-17%
Cc1ccc(C)c(S(=O)(=O)N2CCN(C(=O)C3CCN(C(=O)c4ccc(F)cc4)CC3)CC2)c1	-2%	0%	6.6%	-7%	3%
CC(=O)Nc1ccc(S(=O)(=O)N2CCSC2)cc1	-7%	5%	i	3%	-16%
Nc1ccccc1SCC(=O)Nc1ccc(N2CCOCC2)cc1	3%	1%	1.0%	4%	16%
CC(C)NS(=O)(=O)c1ccc(CCC(=O)Nc2ccc3c(c2)OCCO3)cc1	5%	-8%	0.4%	2%	-13%
Clc1ccc(-n2nnnc2-c2cnc(-c3ccncc3)nc2-c2cccs2)cc1	3%	3%	8.0%	9%	22%
C=CC[C@H](CC(=O)NCCO)C(=O)N[C@@H](COC(=O)[C@@H](CC=C)CC(=O)OC(C)(C)C)Cc1c[nH]c2ccccc12	3%	/	0.8%	-3%	42%
COc1ccc(Cl)cc1NC(=O)CN(C)C(=O)/C=C/c1ccco1	6%	/	2.9%	-18%	/
O=C(O)c1cn(-c2ccc(F)cc2)c2cc(N3CCNCC3)c(F)cc2c1=O	/	/	3.2%	-9%	/
CN(C)S(=O)(=O)c1ccc(C(=O)N2CCN=C2SCc2cccnc2)cc1	0%	-3%	2.8%	0%	-15%
O=C(CC(NS(=O)(=O)c1ccc(Cl)cc1)c1ccco1)NCc1cccnc1 (configuration not stated)	-10%	-4%	4.2%	-7%	9%
O=C(Nc1ccc(C#Cc2ccccc2)cc1)C1CC1	53%	0%	>13µM*	4%	31%

Sorted by molar mass (largest number first): some entries from above
SMILES	H37Rv inhibition	Salmonella PhoP GFP	VEEV TC-83 Vero	influenza NS1A	M. tuberculosis	others
O=C(CC(NS(=O)(=O)c1ccc(Cl)cc1)c1ccco1)NCc1cccnc1 (configuration not stated)	-10%	-4%	4.2%	-7%	9%
Clc1ccc(-n2nnnc2-c2cnc(-c3ccncc3)nc2-c2cccs2)cc1	3%	3%	8.0%	9%	22%
O=C(COc1ccc(Cl)cc1Cl)NNC(=S)NCc1ccco1	-1%	-2%	0.5%	-11%	-11%
CCOC(=O)c1c(NC(=O)CN2CCOCC2)sc2c1CCCC2=O	-11%	6%	7.4%	5%	4%
COC(=O)c1ccccc1NC(=O)Oc1ccc(F)cc1	-12%	4%	0.3%	3%	-8%
O=C(Nc1ccc(C#Cc2ccccc2)cc1)C1CC1	53%	0%	>13µM*	4%	31%

Continued:
SMILES	H37Rv inhibition	Salmonella PhoP GFP	VEEV TC-83 Vero	influenza NS1A	M. tuberculosis	others
Cn1c(=O)cc(OCC(=O)N2CCCc3ccccc32)c2ccccc21	-8%	-1%	9.5%	2%	6%
COc1cc(C=O)c(Br)cc1OCC(=O)NCCc1ccccc1	-5%	-2%	0.3%	-1%	7%
COc1ccccc1C(CNC(=O)c1cc(C)nc2ccccc12)N(C)C (configuration not stated)	8%	5%	2.4%	7%	6%
O=S(=O)(c1ccccc1)c1ccc(N2CCCCCC2)cc1	-9%	-2%	i	-2%	44%
Cc1[nH][nH]c(=O)c1C=NCc1ccc(Cl)cc1	7%	-1%	0.6%	-11%	12%
CCOC(=O)Nc1ccc2c(c1)N(C(=O)CN1CCN(CCO)CC1)c1ccccc1CC2	-6%	-2%	i	-6%	-14%
Cc1cccc(NC(=O)CN(CC2CCCO2)C(=O)c2cc3ccccc3o2)c1C (configuration not stated)	/	/	11%	-5%	/
O=C(NC1CCCC1)c1cccnc1N1CCCCCC1	3%	4%	i	-6%	7%
CCN(CC(=O)Nc1c(F)cccc1F)C(=O)CCc1ccc(OC)cc1	3%	7%	0.8%	-12%	5%
CCOc1ccc(C(=O)/C=C/c2ccccc2C(F)(F)F)cc1	10%	-2%	0.1%	-24%	46%
COc1ccc(OCC(=O)Nc2ccccc2C(=O)NC2CC2)cc1	5%	/	10%	-7%	7%
CC1(C)CC(=O)c2cc(OCC(=O)NCCN3CCOCC3)ccc2O1	-6%	-1%	3.4%	-11%	-10%
O=C(Nc1ccc(OC(F)(F)F)cc1)Nc1cccnc1	2%	17%	0.4%	12%	40%
COc1ccc(S(=O)(=O)CC(=O)c2cc3cccc(C)c3oc2=O)cc1	9%	0%	i	6%	50%
O=C(COC(=O)c1ccccc1)NCC1CCCO1 (configuration not stated)	8%	-4%	2.0%	-11%	-5%
CCc1ccccc1-n1ncc(C(=O)Nc2ccc(OC)cc2)c1C	/	/	7.9%	2%	/
COC(=O)C1=C(COc2ccc(F)cc2)NC(=O)NC1c1ccc(C)cc1C (configuration not stated)	-2%	-4%	0.3%	0%	14%
CCOc1ccc(C(=O)Nc2ncccc2Cl)cc1	-2%	-8%	0.7%	14%	9%
CC(OC(=O)c1nsc(Cl)c1Cl)C(=O)NCc1cccs1 (configuration not stated)	-2%	-1%	2.6%	-3%	26%
COc1cc(OC)c(CN2CCCN(C)CC2)cc1Br	5%	-5%	i	-11%	11%
O=C1CNC(=S)N1Cc1ccc(F)cc1	-1%	1%	4.5%	-11%	-1%
O=C(Nc1ccccc1-c1ccccc1)NC1CC2CCCC(C1)N2CCc1ccccc1 (configuration not stated)	10%	-3%	0.3%	2%	19%
Cc1ccc(-c2csc(CC(N)=O)n2)cc1	2%	-1%	0.5%	-1%	59%
COc1ccc(OC)c(CNc2c(C=O)c(=O)[nH]c3ccccc23)c1	-2%	-2%	0.5%	-1%	-1%
Cn1ncc([N+](=O)[O-])c1C(=O)NC1CCCCCC1	/	/	0.2%	-7%	/
Cc1nc(N2CCNCC2)c2c3c(sc2n1)CCCC3	-7%	-5%	i	-14%	18%
O=Cc1c(NCCc2cccc(F)c2)c2ccccc2[nH]c1=O	2%	-7%	i	0%	18%
Cc1cc(NC(=O)CSc2nnc(COc3ccccc3)n2Cc2ccco2)no1	-2%	8%	i	-3%	-7%
CCN(CC(=O)Nc1c(F)cccc1F)C(=O)c1cc2c(cc1Cl)N1CCCCCC1=NS2(=O)=O	1%	1%	1.3%	-4%	5%

For convenience, 2 of the compounds above:
SMILES	H37Rv inhibition	Salmonella PhoP GFP	VEEV TC-83 Vero	influenza NS1A	M. tuberculosis	others
Cc1cc(NC(=O)CSc2nnc(COc3ccccc3)n2Cc2ccco2)no1	-2%	8%	i	-3%	-7%
CCN(CC(=O)Nc1c(F)cccc1F)C(=O)c1cc2c(cc1Cl)N1CCCCCC1=NS2(=O)=O	1%	1%	1.3%	-4%	5%
